# Source: PubChem (National Center for Advancing Translational Sciences (NCATS))
# LDHA block – LDHA (human) enzyme inhibition; P00338; purified LDHA, NADH/diaphorase-resazurin fluorescence; active compounds read low; activity change, % (values are at about 110 or 230 µM); actives 0.15% (n = 480,000); AID 1347041; in the data active = activity change below about -30%; inconclusive = mostly about -25% to -30%;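 also: plate controls were DMSO wells for no effect and wells without enzyme for full effect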
#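 Enzyme activity of human lactate dehydrogenase 5 (2 nM; 0.06 mM NADH, 0.2 mM pyruvate, 5 min, RT) is measured via a resazurin/diaphorase fluorescence readout of residual NADH.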
# D1 potentiator – potentiators of human D1 dopamine receptor | P21728 | HEK293 TREx D1 cells, calcium flux, dopamine EC20 potentiation | potentiation, % at 10 µM | actives 0.036% (n = 360,000) | AID 504651; in the data active = potentiation above about 30%; also: 0% is about no effect
# D1 antag – human D1 dopamine receptor antagonism; P21728; HEK293 TREx D1 cells, calcium flux, dopamine EC80; active compounds read low; activity change, negative = inhibition, % at 10 µM; actives 3.2% (n = 360,000); AID 504652; in the data active = activity change below about -30%; also: % is scaled to controls: 0 for no effect and ±100 for the full control effect
#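 Kinetic fluorescence of a calcium dye serves as the read-out. D1-expressing Hek293 Trex cells, induced overnight at 30 C, are exposed to compound for 180 s before an EC80 dopamine addition, then read 180 s further.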
# D1 ag – human D1 receptor agonism; actives 1% (n = 360,000); AID 504660; HEK293 T-REx D1 cells, calcium flux, agonist mode; activation, % at 2 µM; in the data active = activation above about 30%; also: 0% is about no effect
#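 Agonism was scored from calcium flux recorded over 180 s (1 read/s) after pintool compound addition, following a 10-cycle baseline. Cells were inducible force-coupled HEK293 TREx D1, plated overnight at 30 C and loaded with no-wash calcium dye.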
# Vif-APOBEC3F blk – Vif-A3F binding inhibition | Potency, µM (highest dose often 46.1 µM), for the others: at the highest dose activity, negative = active | HeLa A3F-eYFP + Vif (tagged APOBEC3F with the HIV-1 protein that degrades it), YFP fluorescence increase | actives 0.2% (n = 390,000); also: potency is read from the fitted curve at half-maximal effect; % of control where 0% means no effect; nearly all actives have a fitted effect of over 65% in size
#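 Fluorescence increase (Ex 488/Em 500-530) after overnight compound treatment at 37 deg C flags inhibition of Vif-driven A3F-eYFP loss in stable HeLa A3F-eYFP/Vif cells seeded overnight beforehand.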
# Glioma ERSR ind – ER stress response induction in glioma | U87-MG GRP78 promoter luciferase reporter, 16 h | Potency, µM, inactives show top-dose activation, most hits filed as activators | actives 0.02% (n = 420,000); also: potency is read from the fitted curve at half-maximal effect; series mostly up to about 76 µM; % of control where 0% means no effect; nearly all actives have a fitted effect of over 35% in size
#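 Stably transfected U87-MG human glioma cells carrying a GRP78-based luminescent sensor were seeded at 1000 cells/well, pin-dosed with compounds and incubated 16 h. Luciferase reagent was then added, and end-point luminescence was read after 10 min at room temperature.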
# D2 PAM – positive allosteric modulators of human D2 dopamine receptor | P14416 | HEK293 T-REx D2, calcium flux, EC20 dopamine potentiation | potentiation, % at 10 µM | actives 0.34% (n = 340,000) | AID 485347;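 active = potentiation over 3 SD above the plate norm, cut at about 30% in these data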; also: 0% is about no effect
# Target sequence (P14416 whole entry, looked up): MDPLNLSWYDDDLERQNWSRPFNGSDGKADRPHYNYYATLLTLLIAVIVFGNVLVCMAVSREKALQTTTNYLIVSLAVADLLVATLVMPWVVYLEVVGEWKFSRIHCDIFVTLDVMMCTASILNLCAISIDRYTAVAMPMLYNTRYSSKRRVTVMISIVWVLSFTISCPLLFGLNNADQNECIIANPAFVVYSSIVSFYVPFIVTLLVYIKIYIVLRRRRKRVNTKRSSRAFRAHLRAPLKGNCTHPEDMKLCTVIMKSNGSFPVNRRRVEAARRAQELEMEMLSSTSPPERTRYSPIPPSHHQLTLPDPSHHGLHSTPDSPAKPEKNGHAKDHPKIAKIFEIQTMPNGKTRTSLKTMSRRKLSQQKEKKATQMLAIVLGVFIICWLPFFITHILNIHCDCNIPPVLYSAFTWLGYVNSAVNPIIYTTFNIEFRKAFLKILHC
#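 Primary screen. Calcium kinetics in induced HEK293 T-REx D2 cells: compound pre-addition 180 s, EC20 dopamine, 180 s more.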
# Vif-A3G inh – inhibitors of Vif-APOBEC3G interaction; Q9HC16; HeLa A3G-eYFP + Vif (tagged APOBEC3G with the HIV-1 protein that degrades it), YFP fluorescence, overnight; actives 0.076% (n = 410,000); Potency, µM (series often up to 46.1 µM), without a hit: at the top dose activity, negative = active, hits mostly inhibitors;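 also: potency is read from the fitted curve at half-maximal effect; % is scaled to controls: 0 for no effect and ±100 for the full control effect; nearly all actives have a fitted effect of over 60% in size; hits raise eYFP signal because A3G escapes Vif-driven loss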
# Target sequence (Q9HC16 whole entry, looked up): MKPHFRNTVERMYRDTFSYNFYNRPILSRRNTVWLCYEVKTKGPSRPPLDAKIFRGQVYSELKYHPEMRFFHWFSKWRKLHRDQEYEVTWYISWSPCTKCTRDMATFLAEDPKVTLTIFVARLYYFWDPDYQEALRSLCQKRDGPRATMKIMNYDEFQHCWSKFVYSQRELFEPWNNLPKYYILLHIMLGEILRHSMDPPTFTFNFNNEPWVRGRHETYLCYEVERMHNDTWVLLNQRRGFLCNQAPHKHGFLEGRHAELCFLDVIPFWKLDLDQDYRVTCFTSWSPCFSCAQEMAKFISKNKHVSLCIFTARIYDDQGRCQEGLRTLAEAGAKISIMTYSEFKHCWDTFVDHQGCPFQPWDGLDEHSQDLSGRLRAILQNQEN
#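 Read-out is eYFP fluorescence (Ex 488/Em 500-530) from Vif-expressing HeLa A3G-eYFP cells; more signal means A3G escaped Vif-mediated degradation. Cells plated overnight, compound pinned in, incubated overnight at 37 deg C.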
# RXFP1 ag – agonists of human relaxin receptor RXFP1; Q9HBX9; HEK293T-RXFP1 cAMP TR-FRET, 30 min; response scale: percent of porcine relaxin response, buffer zero; Potency, µM (series often up to 57.5 µM), for the others: at the highest dose activation, usual class: activators; actives 0.3% (n = 370,000); AID 2676; also: potency is read from the fitted curve at half-maximal effect; % is scaled to controls: 0 for no effect and ±100 for the full control effect; nearly all actives have a fitted effect of over 60% in size; many of its hits are not listed in these tables
#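 Agonist response is measured as cAMP accumulation in an RXFP1-transfected HEK293T line under PDE4 inhibition. Values are scaled between buffer-only and 29 nM porcine relaxin, and EC50s come from standard Hill equation fits.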
# Starred values were filed as active, the others as inactive; ? = inconclusive; · = not tested or not shown; & = joins results of further samples. Unless noted, calls follow the shape of the dose curve; as a rule, active = well fitted curve in the direction sought with a large enough effect; inconclusive = small, poorly fitted or top-dose-only effect, or another doubt; inactive = no such curve, though single readings can be large; an effect the other way counts as inactive or inconclusive.
# Results follow in this order: LDHA block	D1 potentiator	D1 antag	D1 ag	Vif-APOBEC3F blk	Glioma ERSR ind	D2 PAM	Vif-A3G inh	RXFP1 ag
> CCOc1ccc(N2C(=O)S/C(=C\c3ccc(O)c(OCC)c3)C2=O)cc1
 : -2	-3	-15	7	?	-5%	·	-18%	0.9%
> Cc1ccn2cc(-c3ccc(C)c(NS(=O)(=O)c4ccc(Cl)cc4)c3)nc2c1
 : 3	2	0	1	-9%	1%	·	3%	2.1%
> COc1ccccc1-c1nc2c(c(SCc3cccc(Cl)c3)n1)Cc1c(CO)cnc(C)c1O2
 : 1	-2	17	2	2%	-2%	0	2%	2.0%
> CCOC(=O)N1CCN(c2ccc(S(=O)(=O)N3CCC(C)CC3)cc2[N+](=O)[O-])CC1
 : -8	-3	-26	5	12%	-2%	9	1%	1.7%
> Cc1nc2ccccc2c(=O)n1/N=C/c1ccc(C(C)C)cc1
 : -1	-3	-19	2	?	3%	-1	-3%	-0.1%
> COc1ccc(CNC(=O)COc2cc3c(c4oc(=O)cc(C)c24)CCC(C)(C)O3)cc1OC
 : 2	-5	-31*	3	-3%	0%	19	-2%	6.1%
> CNC(=O)Cn1ncc2c3ccccc3n(C)c2c1=O
 : -7	2	7	1	9%	-1%	-5	0%	4.1%
> COc1ccccc1-n1c(-c2ccccc2)n[nH]c1=S
 : -11	-4	-15	3	-7%	6%	1	1%	9.0%
> Cc1nc2ccccn2c1C(=O)NCc1ccc2c(c1)OCO2
 : -9	-1	-20	13	-2%	2%	8	0%	-0.4%
> COc1ccc(N2CCN(C(=O)CN(C)S(=O)(=O)c3ccc4c(c3)c(=O)n(C)c(=O)n4C)CC2)cc1
 : -5	-3	0	-3	9%	-5%	3	1%	-1.1%
> Cc1ccccc1CN1CCN(S(=O)(=O)c2cccs2)CC1
 : -4	-2	-4	1	-5%	0%	5	0%	4.4%
> COC(=O)c1cc(S(=O)(=O)NCC2CCN(CCc3ccc(OC)cc3)CC2)c[nH]1
 : -11	-1	-16	1	9%	-1%	-20	3%	-0.8%
> CCN1C(C(=O)c2ccccc2)=C(OC(=O)COc2ccccc2)c2ccccc2S1(=O)=O
 : -2	1	4	0	0%	-2%	-4	-1%	-0.7%
> COc1cccc(-c2nnc3n(Cc4ccc(F)cc4)c(=O)c4ccccc4n23)c1
 : -12	-2	2	0	2%	-3%	2	3%	-4.2%
> Brc1ccc(-c2csc(N/N=C/c3cccnc3)n2)cc1
 : -1	-5	-16	1	-15%	-1%	-1	-3%	1.0%
> Cc1cccc(OCc2nnc(-c3ccccc3)o2)c1
 : -7	-1	-1	1	·	·	4	·	2.1%
> Oc1c(CN2CCN(c3ccccn3)CC2)cc(Cl)c2cccnc12
 : 16	-6	14	1	-6%	-7%	-31	-6%	-1.7%
> O=C(COc1ccc(-c2ccccc2)cc1)NN=C1CCCC1
 : -14	-7	·	8	-12%	0%	-2	5%	-0.3%
> CCOC(=O)c1c(NC(=O)c2c(-c3ccccc3)noc2C)sc(C)c1-c1ccccc1
 : -1	0	6	3	-9%	-2%	-9	1%	0.6%
> O=C(Nc1ccc(OCC(F)(F)C(F)F)cc1)c1ccncc1
 : -3	-1	-32*	12	-1%	2%	2	-2%	2.2%

# Continued; the last 4 above are carried over.
# Results follow in this order: LDHA block	D1 potentiator	D1 antag	D1 ag	Vif-APOBEC3F blk	Glioma ERSR ind	D2 PAM	Vif-A3G inh	RXFP1 ag
> Oc1c(CN2CCN(c3ccccn3)CC2)cc(Cl)c2cccnc12
 : 16	-6	14	1	-6%	-7%	-31	-6%	-1.7%
> O=C(COc1ccc(-c2ccccc2)cc1)NN=C1CCCC1
 : -14	-7	·	8	-12%	0%	-2	5%	-0.3%
> CCOC(=O)c1c(NC(=O)c2c(-c3ccccc3)noc2C)sc(C)c1-c1ccccc1
 : -1	0	6	3	-9%	-2%	-9	1%	0.6%
> O=C(Nc1ccc(OCC(F)(F)C(F)F)cc1)c1ccncc1
 : -3	-1	-32*	12	-1%	2%	2	-2%	2.2%
> CCCNC(=O)C1CC(=O)N(c2ccc(OCc3ccc(F)cc3)cc2)C1 (stereo not drawn)
 : -6	-8	-36*	12	-2%	-3%	-7	4%	-1.2%
> O=C(NCc1ccco1)c1ccc(C(=O)NCc2ccco2)s1
 : -3	6	28	0	-11%	0%	8	-5%	0.7%
> C=C(C)Cn1c(N2CCN(c3ccc(OC)cc3)CC2)nc2c1c(=O)n(C)c(=O)n2C
 : -1	-5	7	8	-8%	-4%	29	1%	7.9%
> CC(OC(=O)c1ccc(NS(=O)(=O)c2ccc3[nH]c(=O)[nH]c3c2)cc1)C(N)=O (stereo not drawn)
 : -6	14	-1	1	-4%	-4%	13	1%	-0.8%
> CCc1nn(CC(=O)N2CCN(c3cccc(Cl)c3)CC2)c(=O)c2cc3sccc3n12
 : 2	-7	8	2	5%	-3%	-3	2%	2.6%
> O=C(CC(=O)N/N=C/c1cccs1)NCc1ccccc1
 : -6	2	21	0	6%	-3%	·	-4%	1.2%
> COc1cccc(NC(=O)CN(C)C(=O)/C=C/c2cn(-c3ccccc3)nc2-c2cccs2)c1
 : -5	5	-21	10	-8%	1%	2	-5%	0.6%
> CN1C(=O)C(O)(CC(=O)c2ccccc2O)c2cc(Br)ccc21 (stereo not drawn)
 : 3	4&4	-20&-8	-1&0	-24%	-5%	5	-19%	-0.5%&2.9%
> COc1ccc2cc(Br)ccc2c1CC(=O)NC(C)C
 : -1	-1	-4	1	12%	-4%	-1	-1%	?
> CN1C(=O)NC(c2cccc([N+](=O)[O-])c2)C2=C1CCCC2=O (stereo not drawn)
 : -13	5	-1	1	-6%	5%	3	-8%	11%
> COc1ccc(N2CCN(CC(O)COc3ccc4c(c3)CCC4)CC2)cc1 (stereo not drawn)
 : 2	1	13	4	·	0%	-4	1%	-1.6%
> O=C(N/N=C/c1ccc(O)cc1)Nc1cccc2nsnc12
 : -4	-1	0	2	1%	-6%	-5	-2%	3.2%
> O=C(NCc1ccccc1)c1ccc(S(=O)(=O)N2CCCC2)cc1
 : -6	-1	-2	1	0%	-4%	8	0%	1.1%
> O=C(NCCc1ccccc1)C(=O)NCC1OCCN1S(=O)(=O)c1ccc([N+](=O)[O-])cc1 (stereo not drawn)
 : -2	-3	-7	5	2%	-1%	3	-4%	-0.5%
> O=S(=O)(NCc1csc(-c2cccs2)n1)c1ccc(Cl)cc1
 : -5	3	-6	8	2%	-3%	-6	-6%	11%
> O=C(Oc1ccccc1)c1cccc2cccc(C(=O)Oc3ccccc3)c12
 : -1	2	-18	6	-4%	-4%	2	-7%	-2.4%
> c1cc(C2OCCN2CC2COC3(CCCC3)O2)ccn1 (stereo not drawn)
 : -9	-6	-15	2	-7%	-3%	-3	-5%	-1.9%
> CCCc1nnc(SCC(=O)N2CCOCC2)n1Cc1ccco1
 : 1	1	-7	3	4%	-5%	25	-5%	2.7%
> CC1CC(C)CN(C(=O)CCS(=O)(=O)c2ccc3c(c2)NC(=O)CS3)C1 (stereo not drawn)
 : -1	3	-2	2	4%	-3%	-1	-1%	2.3%
> Cc1cccc(OCC(=O)N(Cc2cccs2)C2CCS(=O)(=O)C2)c1 (stereo not drawn)
 : -3	3	3	3	1%	-1%	10	-6%	1.3%

# The list goes on:
# Results follow in this order: LDHA block	D1 potentiator	D1 antag	D1 ag	Vif-APOBEC3F blk	Glioma ERSR ind	D2 PAM	Vif-A3G inh	RXFP1 ag
> COc1ccc(F)cc1S(=O)(=O)Nc1cc2c3c(c1)CCC(=O)N3CCC2
 : -6	-9	-16	1	-1%	-3%	·	-5%	1.2%
> CCOC(=O)c1cn2nc(-c3ccc(OCC)cc3)cc2nc1C1CCN(C(=O)OC(C)(C)C)CC1
 : -7	-1	3	3	0%	-15%	-3	1%	0.5%
> CC(C)(C)c1ccc(-c2cc(N)n[nH]2)cc1
 : 0	·	-3	0	0%	-10%	16	1%	-1.8%
> O=C(Oc1ccc(C(=S)N2CCOCC2)cc1)c1ccccc1F
 : -3	-1	-4	2	-20%	1%	8	3%	4.0%
> Cc1cccc(C(=O)n2nc(C)c(S(=O)(=O)N3CCOCC3)c2C)c1
 : 3	5	-8	3	-15%	-4%	6	5%	0.7%
> Cc1cc(C(=O)CCl)c(C)n1-c1ccon1
 : 1	-1	-26	3	22%	?	-3	-14%	0.6%
> CC1CCCN(CCCN2C(=O)C3C(C(=O)Nc4cccc(Cl)c4)C4C=CC3(O4)C2C(=O)NC2CCCCC2)C1 (stereo not drawn)
 : -7	-2	-1	3	13%	-1%	-13	6%	-1.4%
> OCC1(Cc2ccccc2)CCN(CCCC2CCCC2)CC1
 : -5	-2	-2	16	1%	-3%	·	-7%	0.3%
> Cc1cc(C)c(S(=O)(=O)NCCc2sc(-c3cccnc3)nc2C)c(C)c1
 : -7	-8	-21	2	12%	0%	2	-2%	0.8%
> CCn1c(SCC(=O)OC)nc2cc(S(=O)(=O)N3CCOCC3)ccc21
 : -3	-7	13	-1	2%	-2%	12	0%	-0.3%
> O=C(CN1CCC2(CC1)OCCO2)c1ccc2cc[nH]c2c1
 : -8	-3	20	2	5%	0%	2	-1%	0.2%
> COc1cc(/C=C/C(=O)OCC(=O)c2c(N)n(C)c(=O)n(C)c2=O)ccc1OC(F)F
 : -4	18	5	3	-9%	-3%	-2	2%	19%
> O=C(c1ccc(Cl)cc1)N1CCC(c2nc(-c3cccs3)no2)CC1
 : -4	-1	-5	4	-1%	-1%	5	2%	2.5%
> O=C(NC(=S)N1CCCCC1CO)C12CC3CC(CC(C3)C1)C2 (stereo not drawn)
 : -4	-3	5	0	-7%	-2%	5	0%	3.2%
> Cc1cccc(C(=O)OCC(=O)NC(=O)NCc2ccccc2)c1
 : -11	-4	27	3	-3%	-2%	6	2%	1.4%
> COc1cc2ncc3c(-c4ccccc4)nn(CC(=O)NC4CCCCC4)c3c2cc1OC
 : -5	-5	-17	2	-2%	-3%	2	-1%	-1.4%
> O=C(NCc1ccccc1C(F)(F)F)C1CC(O)CN1C(=O)Nc1ccccc1 (stereo not drawn)
 : -7	0	-7	0	-26%	-2%	1	-1%	-1.8%

# Only part of the results is shown (hit frequency here may not be typical).
